LYPLA2 counter: counter-screen for PME1 inhibitors: inhibitors of human LYPLA2; 320,000 compounds, 0.38% hits; O95372; AID 2177; inhibition, % at 5.9 µM; recombinant LYPLA2, FP-Rh probe fluorescence polarization;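 active = inhibition above the screen-wide mean plus 3 SD, limit set per campaign, cut at about 26% in these data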;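 also: 0% = LYPLA2 with DMSO and 100% = wells lacking LYPLA2 enzyme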
PAFAH2 FP inh: PAFAH2 (human) inhibition; 340,000 compounds, 0.99% hits; Q99487; inhibition, % at 3.39 µM; recombinant PAFAH2, FP-rhodamine activity probe, fluorescence polarization; AID 492956;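 active = inhibition above the mean over all tested compounds plus 3 SD, cut at about 30% in these data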;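 also: inhibitors block probe labeling of enzyme so polarization drops; 0% = enzyme with DMSO and 100% = wells lacking PAFAH2 protein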
PREPL inh: inhibits the human prolyl oligopeptidase-like enzyme | Q4J6C6 | recombinant PREPL, fluorescence polarization activity-based probe | inhibition, % at 5.96 µM | 320,000 compounds, 0.68% hits | AID 2751; in the data active = inhibition above about 43%;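 also: 0% = enzyme with DMSO and 100% = wells lacking enzyme; many of its hits are not listed in these tables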
Target sequence (Q4J6C6 whole entry, looked up): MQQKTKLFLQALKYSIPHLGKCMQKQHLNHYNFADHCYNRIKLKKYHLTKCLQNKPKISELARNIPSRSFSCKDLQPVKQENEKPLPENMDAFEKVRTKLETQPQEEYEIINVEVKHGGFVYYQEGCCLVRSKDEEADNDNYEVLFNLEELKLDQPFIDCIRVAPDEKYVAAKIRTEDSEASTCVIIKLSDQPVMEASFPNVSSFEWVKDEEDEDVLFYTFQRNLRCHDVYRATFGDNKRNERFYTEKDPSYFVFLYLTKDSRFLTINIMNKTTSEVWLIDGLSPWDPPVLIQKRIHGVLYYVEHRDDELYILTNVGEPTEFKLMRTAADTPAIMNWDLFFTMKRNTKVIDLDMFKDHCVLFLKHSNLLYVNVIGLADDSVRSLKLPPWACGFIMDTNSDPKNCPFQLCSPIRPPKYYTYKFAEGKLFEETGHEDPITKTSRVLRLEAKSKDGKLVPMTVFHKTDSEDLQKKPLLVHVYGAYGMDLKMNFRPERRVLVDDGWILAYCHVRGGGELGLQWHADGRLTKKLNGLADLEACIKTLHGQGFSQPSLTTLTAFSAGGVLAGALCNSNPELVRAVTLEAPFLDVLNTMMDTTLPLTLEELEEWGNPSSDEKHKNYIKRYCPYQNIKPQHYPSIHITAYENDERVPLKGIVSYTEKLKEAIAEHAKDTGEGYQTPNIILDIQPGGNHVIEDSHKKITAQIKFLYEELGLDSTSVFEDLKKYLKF
LYPLA1 inh: blocks human lysophospholipase 1, a PME1 counter-screen. inhibition, % at 5.9 µM. 320,000 compounds, 0.16% hits. O75608. recombinant LYPLA1, FP-Rh probe fluorescence polarization;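 active = inhibition above the mean of all tested compounds plus 3 SD, set per campaign, cut at about 14% in these data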;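 also: inhibitors block serine hydrolase probe labeling of LYPLA1 so polarization falls; 0% = enzyme with DMSO and 100% = wells lacking LYPLA1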
Target sequence (O75608 whole entry, looked up): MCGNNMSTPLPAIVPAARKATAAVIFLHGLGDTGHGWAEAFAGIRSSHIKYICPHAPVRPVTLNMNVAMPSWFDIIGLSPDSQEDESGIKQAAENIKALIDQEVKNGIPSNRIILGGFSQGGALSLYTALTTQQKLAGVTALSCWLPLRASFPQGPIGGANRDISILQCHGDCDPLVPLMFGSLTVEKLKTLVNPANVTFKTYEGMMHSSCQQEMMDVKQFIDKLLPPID
pPAFAH FP inh: pPAFAH (human) enzyme inhibition; Q13093; recombinant pPAFAH, FP-rhodamine probe fluorescence polarization; inhibition, % at 3.39 µM; 330,000 compounds, 1.5% hits; AID 463082;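 active = inhibition above the mean inhibition across the screen plus 3 SD, cut at about 25% in these data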;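 also: inhibitors block binding of the rhodamine activity-based probe so polarization drops; 0% = enzyme with DMSO and 100% = wells lacking pPAFAH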
PAD4 FP inh: blocks human protein arginine deiminase 4; Q9UM07; recombinant PAD4, RCA probe fluorescence polarization; inhibition, % at 6.36 µM; 330,000 compounds, 0.41% hits; AID 485272;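 active = percent inhibition above a cutoff equal to the mean of all tested compounds plus 3 SD, cut at about 15% in these data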;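 also: 0% = PAD4 with RCA probe and DMSO and 100% = probe without PAD4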
PAFAH1B2 inh: inhibitors of human PAFAH1B2 | P68402 | recombinant PAFAH1B2, FP-rhodamine activity probe, fluorescence polarization | inhibition, % at 3.39 µM | 340,000 compounds, 1.2% hits;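 active = inhibition above the mean of all tested compounds plus 3 SD, cut at about 24% in these data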;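 also: 0% = enzyme with DMSO and 100% = wells lacking PAFAH1B2; many of its hits are not listed in these tables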
PAFAH1B3 inh: PAFAH1B3 (human) inhibition; inhibition, % at 3.39 µM; 340,000 compounds, 0.28% hits; recombinant PAFAH1B3, FP-rhodamine probe, fluorescence polarization; Q15102;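 active = inhibition above the screen-wide average of all tested compounds plus 3 SD, cut at about 25% in these data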;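 also: 0% = enzyme with DMSO only and 100% = wells lacking PAFAH1B3 protein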
GSTO1 counter: counter-screen for RBBP9 inhibitors: inhibitors of human GSTO1 | P78417 | recombinant GSTO1, activity-based probe fluorescence polarization | inhibition, % at 5.96 µM | 300,000 compounds, 1.1% hits | AID 1974;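 active = inhibition above the campaign mean inhibition plus 3 SD, cut at about 35% in these data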;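 also: 0% = GSTO1-1 with DMSO and 100% = wells lacking GSTO1-1 enzyme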
The depositor's hits bear a star; nt = no result given. Some of the compounds tested. The share of hits here may be higher or lower than overall.

1. Cc1ccc2c(c1)N(CC(=O)NCCc1ccccc1)C(=O)c1cccnc1O2
2. CCOC(=O)c1cc2occc2n1CCCN1C(=O)c2ccccc2C1=O
3. COc1ccc(/C=C/C2=CC(C)(C)NC(=S)N2)cc1OC
4. COc1cc2c(cc1OC)C1=NC(=O)CN1C(SCc1ccc(C)cc1)=N2
5. COc1cccc(CN(C(=O)c2ccco2)C2CCS(=O)(=O)C2)c1 (centres undefined)
6. CN(C1CCS(=O)(=O)C1)S(=O)(=O)c1cccc2nsnc12 (centres undefined)
7. COc1ccc(-c2oc3ccccc3c2C(=O)OCc2ccc(O)cc2)cc1
8. CCOC(=O)C1CCCN(C(=S)Nc2ccc(C)cc2C)C1 (centres undefined)
screen / no.,1,2,3,4,5,6,7,8
LYPLA2 counter,6,9,-3,-7,7,2,-11,0
PAFAH2 FP inh,7,1,10,5,11,-6,-9,4
PREPL inh,3,19,-3,35,16,12,9,6
LYPLA1 inh,7,5,-7,-7,1,-1,-8,-2
pPAFAH FP inh,2,5,-2,5,0,3,-1,1
PAD4 FP inh,3,-3,0,-5,-4,0,-2,-3
PAFAH1B2 inh,2,4,-1,9,-2,3,-3,7
PAFAH1B3 inh,11,1,0,-2,15,-3,9,1
GSTO1 counter,-7,5,-1,2,1,8,5,0

9. O=C(c1ccc([N+](=O)[O-])cc1)N1CCC(Cc2ccccc2)CC1
10. CCOc1ccc(S(=O)(=O)N2CCCCC2)cc1NC(=O)Cc1cccc(C(F)(F)F)c1
11. CC(Sc1nnc(-c2ccccc2F)n1N)C(=O)NCC1CCCO1 (centres undefined)
12. COc1ccc(-c2cc3ccccc3n2CC(O)CN2CCC(C)CC2)cc1 (centres undefined)
13. Cc1cc(C)nc(SCC(=O)NNC(=O)c2cccs2)n1
14. Cc1ccc(C(=O)NCCC(=O)N2CCC3(CC2)NCCc2[nH]cnc23)cc1
15. COc1ccc(NC(=O)c2sc(=S)[nH]c2N)cc1
16. CN(C)C(=O)c1ccc(-c2nnc(NCc3ccccc3)c3ccccc23)cc1
screen / no.,9,10,11,12,13,14,15,16
LYPLA2 counter,3,-1,9,5,-6,-2,-2,8
PAFAH2 FP inh,8,0,3,-2,-6,-2,7,-3
PREPL inh,21,12,-9,39,-3,-2,3,-4
LYPLA1 inh,-4,-7,0,1,-5,-4,-3,4
pPAFAH FP inh,5,1,-1,5,-1,6,0,4
PAD4 FP inh,0,3,-9,1,-2,-2,4,2
PAFAH1B2 inh,12,0,5,-4,-2,2,2,-3
PAFAH1B3 inh,4,-4,2,5,-1,8,0,4
GSTO1 counter,-1,nt,-11,2,5,2,7,2

17. Cc1ccc(NC(=O)c2ccc(S(=O)(=O)N3CCOCC3)cc2)nc1
18. Cc1ccc(C2C(C(N)=S)=C(N)OC3=C2C(=O)CC(C)(C)C3)cc1 (centres undefined)
19. CC(C)(C)OC(=O)N1CCOCCOCCNCCOCCOCC1
20. O=C(O)C1CCN(C(=O)CSc2nnc3ccccn23)CC1
21. O=C(NCCCO)c1ccc(CSc2nc3ccccc3[nH]2)cc1
22. C=CCn1c(CNc2ccccc2)nnc1SCC(=O)N/N=C/c1ccc(O)cc1O
23. COc1ccc(C(=O)Nc2nc3ccccc3[nH]2)cc1OC
24. CC1(C)CC(=O)C=C(NC2=CC3OC(c4ccccc4)OCC3OC2=O)C1 (centres undefined)
screen / no.,17,18,19,20,21,22,23,24
LYPLA2 counter,3,5,-5,nt,-1,6,-8,1
PAFAH2 FP inh,-9,1,9,1,-5,8,2,-2
PREPL inh,-12,7,-1,8,0,13,-1,-6
LYPLA1 inh,-2,0,-2,nt,-1,-2,-3,-1
pPAFAH FP inh,-1,0,6,2,-4,2,-7,-3
PAD4 FP inh,1,-2,3,-3,-3,3,-4,0
PAFAH1B2 inh,3,0,4,6,3,1,2,5
PAFAH1B3 inh,3,2,13,14,2,6,-2,5
GSTO1 counter,2,4,0,nt,-1,-14,-1,-2

25. COC(=O)C1=C(C)NC(=O)/C1=C/c1ccc(CNS(=O)(=O)c2ccc(C)cc2)o1
26. C/C(CCc1ccc2c(c1)OCO2)=N\NC(=O)c1ccccc1
27. CN(C)S(=O)(=O)Oc1ccccc1C(=O)Nc1cccc(C(F)(F)F)c1
28. COc1ccc(CN2CCN(CCCCOc3ccc(Cl)cc3)CC2)c(OC)c1OC
29. O=C(O)CCc1nn2c3ccccc3n(CC(=O)c3ccccc3)c2nc1=O
30. Cc1ccc(NC(=O)C(=O)NCCOc2ccc(Cl)cc2)c(C)c1
31. Cc1cccc(C(=O)N2CCCN(C(=O)c3cccc(C)c3)CC2)c1
32. CCOc1ccc(NC(=O)Nc2ccc3nccnc3c2)cc1
screen / no.,25,26,27,28,29,30,31,32
LYPLA2 counter,-4,12,2,-4,6,-6,-2,2
PAFAH2 FP inh,4,1,-6,2,3,-3,5,-2
PREPL inh,20,10,-2,6,3,-9,-2,18
LYPLA1 inh,1,2,0,-2,1,-2,-2,-2
pPAFAH FP inh,0,4,4,0,-2,-1,-5,5
PAD4 FP inh,-4,3,-4,-3,4,1,-3,2
PAFAH1B2 inh,8,4,4,3,-2,-2,5,6
PAFAH1B3 inh,11,-8,4,-6,4,8,0,2
GSTO1 counter,7,2,-6,1,4,0,5,-2

33. Nc1cccc(-c2nc3cc(S(=O)(=O)c4ccc5oc(-c6cccc(N)c6)nc5c4)ccc3o2)c1
34. O=C(Nc1c[nH]c(=O)[nH]c1=O)c1cc([N+](=O)[O-])cc([N+](=O)[O-])c1
35. COc1cc(C(C)=O)ccc1OCCCOc1cccc2cccnc12
36. Cc1nn(-c2ccccc2)c(C)c1S(=O)(=O)O
37. O=C(CC1C[C@H](C(=O)N2CCCCC2)[C@@]2(CCc3ccccc3)c3[nH]c4ccccc4c3CCN2C1=O)NCc1ccco1 (some centres undefined)
38. CCN(Cc1ccncc1)C(=O)C1CCC(=O)N(Cc2ccc(Cl)cc2)C1 (centres undefined)
39. COc1ccc(CN(Cc2cccnc2)S(=O)(=O)c2ccc(-n3cnnn3)c(C)c2)cc1OC
40. C=CCOc1cccc(/C=C2\C(=O)N(Cc3ccc(C)cc3)C(C)=C2C(=O)OC)c1
screen / no.,33,34,35,36,37,38,39,40
LYPLA2 counter,3,1,2,0,nt,-2,3,-14
PAFAH2 FP inh,5,-1,2,2,-5,1,-3,-13
PREPL inh,10,7,-1,2,15,8,6,-3
LYPLA1 inh,5,-5,2,2,nt,-1,0,-9
pPAFAH FP inh,3,1,1,3,4,0,-1,-1
PAD4 FP inh,-1,1,1,-1,0,6,-1,-7
PAFAH1B2 inh,-1,0,5,5,-2,1,-3,-2
PAFAH1B3 inh,-6,6,6,-3,1,0,1,-9
GSTO1 counter,18,1,7,3,nt,1,13,-1

41. CC(Sc1nncn1C)C(=O)Nc1ccc(N2CCCCC2)cc1 (centres undefined)
42. CCOC(=O)c1ccc(NC(=O)c2nc[nH]c2C(=O)N[C@@H](C)C(=O)OC(C)(C)C)cc1
43. COc1ccc(C(=O)N(Cc2nc(-c3ccc(C)cc3)no2)C(C)C)cc1OC
44. COc1ccc(CC(=O)OCc2cc(=O)n3cc(Br)ccc3n2)cc1OC
45. CN(CCCNC(=O)C1CCN(S(=O)(=O)c2cccc3nsnc23)CC1)Cc1ccccc1
46. CCOC(=O)C(C)c1nc2ccccc2[nH]c1=O (centres undefined)
47. CN1CCC(=C2c3ccccc3C(O)c3ccccc32)CC1 (centres undefined)
48. O=C(COc1ccc(Cl)cc1Cl)NN=C1CCCCC1
screen / no.,41,42,43,44,45,46,47,48
LYPLA2 counter,4,-3,0,11,-5,-5,-5,-2
PAFAH2 FP inh,-6,-2,0,6,4,-7,6,15
PREPL inh,10,-5,12,9,-8,6,16,-3
LYPLA1 inh,3,-1,4,6,-3,-2,2,0
pPAFAH FP inh,-5,0,5,5,14,2,1,-1
PAD4 FP inh,-1,-1,-4,3,3,-3,-2,-1
PAFAH1B2 inh,1,-7,-2,6,1,-2,-1,0
PAFAH1B3 inh,6,6,-10,-3,12,2,2,6
GSTO1 counter,nt,3,1,1,7,3,-4,1

49. CS(=O)(=O)N1CCN(C2CCN(Cc3ccccc3)CC2)CC1
50. N#Cc1nnn(-c2ccc(Cl)cc2)c1N
51. Cc1cccc(N2C(=O)C3CCCN3C2=S)c1 (centres undefined)
52. COc1ccc(-n2nnnc2SC(C)C(N)=O)cc1 (centres undefined)
53. CC(C)OC(=O)CCC1(C(=O)O)CCC(=O)NC1 (centres undefined)
54. CN(CC1CCCN(CCc2cccc(C(F)(F)F)c2)C1)C(=O)c1ccco1 (centres undefined)
55. O=C(Cn1c(=O)oc2ccccc21)NC(=O)NCc1ccccc1
56. COc1ccc(N(CC(O)Cn2cnc3ccccc32)S(=O)(=O)c2ccc(C)cc2)cc1 (centres undefined)
screen / no.,49,50,51,52,53,54,55,56
LYPLA2 counter,-3,-2,-5,-4,5,7,-3,7
PAFAH2 FP inh,-5,3,1,-3,1,-7,-2,-4
PREPL inh,-3,12,6,4,-8,11,-8,-7
LYPLA1 inh,-1,-2,-2,-1,0,3,3,6
pPAFAH FP inh,2,0,10,-7,1,1,5,0
PAD4 FP inh,-1,-1,-3,-3,-2,-9,2,-2
PAFAH1B2 inh,4,9,4,-3,-4,-3,7,2
PAFAH1B3 inh,-3,5,4,0,-4,-4,-1,-9
GSTO1 counter,-1,9,-2,5,8,3,-6,2

57. c1ccc2c3n(nc2c1)CCCO3
58. Cn1cc(Br)c(C(=O)NN2C(=O)C3C(C2=O)C2C=CC3C23CC3)n1 (centres undefined)
59. Nc1c2c(nc3ccc(Br)cc13)N(C1CCCCC1)CC2
60. Fc1ccc(Nc2nc(N3CCOCC3)nc(N3CCOCC3)n2)cc1Cl
61. COc1cc(NC(=O)C2=C(C)OCCS2)c(Cl)cc1C(=O)NCCN(C)C
62. COc1ccccc1NC(=S)N1CCN(c2ccccn2)CC1
63. COc1ccc(CNC(=O)Cn2ncn3c(cc4ccccc43)c2=O)cc1
screen / no.,57,58,59,60,61,62,63
LYPLA2 counter,0,6,-4,1,5,-2,-8
PAFAH2 FP inh,8,2,nt,2,-3,0,-2
PREPL inh,3,3,28,6,-2,8,-11
LYPLA1 inh,-2,3,-5,-3,3,-7,-4
pPAFAH FP inh,-2,4,21,7,5,-4,-1
PAD4 FP inh,-2,3,-6,2,5,7,-2
PAFAH1B2 inh,6,7,nt,6,0,0,-4
PAFAH1B3 inh,-4,2,nt,8,5,2,-7
GSTO1 counter,nt,8,-15,0,0,-1,0

In the list so far, 3 have a COOH group:
20. O=C(O)C1CCN(C(=O)CSc2nnc3ccccn23)CC1
29. O=C(O)CCc1nn2c3ccccc3n(CC(=O)c3ccccc3)c2nc1=O
53. CC(C)OC(=O)CCC1(C(=O)O)CCC(=O)NC1 (centres undefined)
screen / no.,20,29,53
LYPLA2 counter,nt,6,5
PAFAH2 FP inh,1,3,1
PREPL inh,8,3,-8
LYPLA1 inh,nt,1,0
pPAFAH FP inh,2,-2,1
PAD4 FP inh,-3,4,-2
PAFAH1B2 inh,6,-2,-4
PAFAH1B3 inh,14,4,-4
GSTO1 counter,nt,4,8

Assay outcomes: PubChem, The Scripps Research Institute Molecular Screening Center
